High-throughput results deposited in PubChem BioAssay by several laboratories.
sPLA2-III inh – Blocks human group III sPLA2 activity; Q9NZ20; QFRET BODIPY PC-A2 liposome hydrolysis, fluorescence; inhibition, % at 12.2 µM; 0.56% of 370,000 active; AID 743126;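 active = inhibition above mean plus 3 SD of compounds lying within the high and low control bounds, cut at about 19% in these data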;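 also: 0% = median of test compound wells and 100% = no enzyme DMSO wells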
hgDAF-12 ag – activates the H. glycines DAF-12 receptor ligand-binding domain; HEK293 GAL4-hgDAF12 UAS-luciferase reporter, agonist luminescence; normalized to butyrate control; activation, % at 6.8 µM; 1.8% of 370,000 active;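 active = activation above a cutoff set at the mean of all screened compounds plus 3 SD, cut at about 10% in these data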;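 also: 0% = DMSO wells and 100% = sodium butyrate wells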
DAX1 inh-1 – blocks DAX1 repression of SF-1 activated StAR promoter | HEK293T StAR-luciferase reporter, SF-1/DAX-1 repression relief | inhibition, % at 6.8 µM | 1.1% of 370,000 active | AID 652010;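 active = inhibition above the mean over all tested compounds plus 3 SD, cut at about 3.6% in these data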;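 also: 0% = DAX-1 cells with DMSO and 100% = cells lacking DAX-1 with DMSO; higher inhibition means more luminescence from relief of DAX-1 repression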
hcDAF-12 act – activates DAF-12 receptor from parasite H. contortus | HEK293 hcDAF-12 lit1-tk-luc reporter, luminescence; 0% DMSO, 100% Δ7-dafachronic acid | activation, % at 6.8 µM | 1.4% of 370,000 active | AID 652067;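 active = activation above the mean of all tested compounds plus 3 SD, cut at about 5.5% in these data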;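 also: 100% = response to 3 µM Δ7-dafachronic acid high control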
SMARCA2 act – activators of SMARCA2 function; MG213 cells, MMTV-luciferase reporter, dexamethasone, overnight; activation, % at 9.1 µM; 1% of 370,000 active; in the data active = activation above about 7.8%;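 also: 0% = vehicle wells and 100% = reference activator wells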
ssDAF12 agonist – activates DAF-12 receptor from parasite S. stercoralis; HEK293 ssDAF-12/GRIP1 lit1-tk-luc reporter, luminescence; % of 3 µM dafachronic acid response; activation, % at 6.8 µM; 1% of 370,000 active; AID 652126;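 active = activation above the mean over all tested compounds plus 3 SD, cut at about 0.9% in these data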;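 also: 0% = DMSO-only wells and 100% = 3 µM delta7-dafachronic acid wells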
GAA850 FXN act – increases GAA850 frataxin promoter reporter activity; HEK293 lucGAA850 FXN promoter luciferase reporter, 24 h; percent of 10 µM SAHA response; AID 540364; 0.56% of 360,000 active; activation, % at 6 µM;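 active = activation above the average of all compounds screened plus 3 SD, cutoff fixed separately per campaign, cut at about 7.5% in these data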;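 also: 0% = DMSO wells and 100% = 10 µM SAHA wells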
KLK7 zymogen act – activates the human kallikrein-7 zymogen. P49862. purified proKLK7, EDANS-DABCYL substrate fluorescence; 100% is mature enzyme control, 0% vehicle. activation, % at 7 µM. 0.9% of 370,000 active;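 active = activation above the mean of all tested compounds plus 3 SD, computed per campaign excluding outliers beyond control limits, cut at about 13% in these data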
NPR1 activator – GC-A (human) enzyme activation; activation, % at 10 µM; P16066; 0.14% of 370,000 active; HEK293 GC-A cells, cGMP TR-FRET, EC30 ANP; 0% at EC30 ANP, 100% saturating ANP; in the data active = activation above about 40%
Target sequence (P16066 whole entry, looked up): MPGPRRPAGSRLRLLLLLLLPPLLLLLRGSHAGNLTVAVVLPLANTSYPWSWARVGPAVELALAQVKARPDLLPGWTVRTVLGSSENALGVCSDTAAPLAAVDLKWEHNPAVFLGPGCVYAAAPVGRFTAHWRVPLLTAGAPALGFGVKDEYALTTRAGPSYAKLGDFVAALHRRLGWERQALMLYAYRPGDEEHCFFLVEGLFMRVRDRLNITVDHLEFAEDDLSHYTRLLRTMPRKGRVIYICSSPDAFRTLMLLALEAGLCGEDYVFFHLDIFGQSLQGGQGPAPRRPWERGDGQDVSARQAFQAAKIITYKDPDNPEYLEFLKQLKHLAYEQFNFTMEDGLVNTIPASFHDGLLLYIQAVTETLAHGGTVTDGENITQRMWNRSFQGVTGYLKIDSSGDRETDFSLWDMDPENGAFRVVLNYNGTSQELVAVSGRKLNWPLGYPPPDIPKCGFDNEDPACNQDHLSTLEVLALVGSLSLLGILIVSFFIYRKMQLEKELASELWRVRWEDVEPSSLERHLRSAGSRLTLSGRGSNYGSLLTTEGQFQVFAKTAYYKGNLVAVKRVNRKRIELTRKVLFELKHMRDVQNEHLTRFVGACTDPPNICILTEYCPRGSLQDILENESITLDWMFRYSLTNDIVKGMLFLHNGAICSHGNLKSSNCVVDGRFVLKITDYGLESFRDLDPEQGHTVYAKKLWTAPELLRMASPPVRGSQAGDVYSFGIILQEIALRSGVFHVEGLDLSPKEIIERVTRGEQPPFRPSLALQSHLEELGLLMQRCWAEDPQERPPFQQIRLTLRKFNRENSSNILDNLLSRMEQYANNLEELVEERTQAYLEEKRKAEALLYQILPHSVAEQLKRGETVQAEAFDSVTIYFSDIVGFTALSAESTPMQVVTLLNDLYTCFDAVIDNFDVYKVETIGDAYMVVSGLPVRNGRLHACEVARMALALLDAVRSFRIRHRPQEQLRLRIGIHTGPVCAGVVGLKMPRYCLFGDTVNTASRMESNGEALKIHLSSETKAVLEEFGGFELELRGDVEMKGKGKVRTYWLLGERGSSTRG
GC-B act – GC-B (human) receptor activation. P20594. HEK293-GC-B cells, CNP EC30, cGMP TR-FRET; 0% at EC30 CNP, 100% saturating CNP. activation, % at 10 µM. 0.11% of 370,000 active. AID 1920062;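 active = activation at 10 µM reaching about 35% in either raw or pattern-adjusted values, limit read from the data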
DAX1 inh-2 – inhibitors of human orphan nuclear receptor DAX1 (NR0B1); HEK293 Gal4-DAX1 luciferase reporter, luminescence; inhibition, % at 6.75 µM; 0.99% of 340,000 active; AID 504766;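 active = inhibition above the mean over all tested compounds plus 3 SD, cut at about 4.2% in these data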;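 also: 0% = DAX1-transfected cells with DMSO and 100% = empty-vector control cells with DMSO; inhibition shows as a rise in luminescence from relieved DAX1 repression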
An asterisk follows results filed as active; · = not tested or not shown.

[1] Cc1ccc(-c2nc3c(C)cc(Br)cn3c2Cc2ccsc2)cc1
[2] Cc1cccc(NC(=O)CSCC(=O)N(C)Cc2ccc3c(c2)OCCO3)c1
[3] COC(=O)[C@]12CCCCC=C1N(Cc1ccc(Cl)cc1Cl)C(=O)[C@H](CC(=O)N1CCCCC1)C2
[4] Cc1ccc(CNC(=O)c2ccc(N3CCC4(CC3)CC(c3cccc(Br)c3)=NO4)c(NC(=O)c3cccc(C)c3)c2)cc1
[5] CCCC(=O)N1CCN(c2ccc(NC(=O)c3ccc([N+](=O)[O-])o3)cc2Cl)CC1
[6] CCOC(=O)c1cccc(NC(=O)CCS(=O)(=O)c2cccc3nsnc23)c1
[7] O=S(CC(O)COCc1ccc(Cl)cc1)c1ccccn1 (stereo unspecified)
[8] C[C@H](CO)N1C[C@H](C)[C@@H](CN(C)Cc2ccncc2)Oc2c(NS(=O)(=O)c3ccccc3)cccc2C1=O

screen / no.,1,2,3,4,5,6,7,8
KLK7 zymogen act,0.1,-0.1,1.3,-0.4,0.4,0.6,-0.2,-0.4
NPR1 activator,-3.6,1.4,-3.3,-0.9,-0.8,0.7,-3.1,2.5
GC-B act,-2.6,0.5,-7.9,4.2,0.2,-3.8,-0.1,4.9
DAX1 inh-2,·,-1.2,·,-1.1,-2.6,1.9,-1.3,0.6
hcDAF-12 act,3.1,0.0,-1.4,-1.4,-3.6,-1.1,-2.4,0.6
ssDAF12 agonist,-0.1,-0.8,-0.9,-1.1,-2.5,-1.2,-2.1,-1.4
SMARCA2 act,-2.1,-2.0,-1.1,-1.2,-0.8,-0.5,-4.0,-0.8
sPLA2-III inh,-24.0,-1.0,-9.3,1.2,1.6,-6.6,4.8,5.0
DAX1 inh-1,-0.7,1.2,-1.6,0.0,-6.7,-0.5,-0.5,0.1
GAA850 FXN act,·,0.5,·,-0.1,7.9*,-3.3,-2.3,-1.4
hgDAF-12 ag,10.6*,-0.7,-3.6,-1.5,-10.8,-0.5,1.2,-1.6

[9] COc1ccccc1CNC(=O)CCS(=O)(=O)c1cccc2nonc12
[10] CCOC(=O)CCc1c(C)nc(-n2[nH]c(C)c(CCO)c2=O)[nH]c1=O
[11] CC1(C)CC(NC(=O)c2ccc(Br)o2)CC(C)(C)N1
[12] O=C(Nc1cc(-c2ccccc2)nn1C1CCCCC1)c1ccc(Cl)cc1
[13] CCOC(=O)N1CCN(C(=O)CSc2nc3c(c(=O)n2-c2ccccc2OC)SCC3)CC1
[14] CC(C)(C)NC(=O)c1ccc(NC(=O)C2COc3ccccc3O2)cc1 (stereo unspecified)
[15] CC(C)(C)C1(O)CC(C(F)(F)F)=NN1C(=O)CCCc1ccccc1 (stereo unspecified)
[16] CCOC(=O)c1cnn(-c2nc(CC)nc3sc4c(c23)CCC4)c1N

screen / no.,9,10,11,12,13,14,15,16
KLK7 zymogen act,-0.3,0.3,-0.1,-0.9,0.0,-0.4,-0.2,0.1
NPR1 activator,-1.2,-3.4,1.1,3.0,2.0,5.2,2.8,-12.6
GC-B act,2.6,-0.5,5.3,7.5,5.7,3.9,0.8,6.9
DAX1 inh-2,-0.4,-0.6,-0.2,0.6,1.0,-1.5,4.6*,0.9
hcDAF-12 act,-1.0,-0.2,0.2,1.2,-0.5,-1.5,0.3,0.7
ssDAF12 agonist,-1.4,-0.8,-0.8,-1.2,-0.9,-1.4,-0.8,-0.5
SMARCA2 act,-1.0,-1.7,-2.5,-0.3,-0.7,-3.0,-2.3,-0.7
sPLA2-III inh,2.0,7.1,4.9,-17.6,4.4,4.7,5.6,10.3
DAX1 inh-1,-0.4,-0.1,0.1,-0.4,0.1,-0.7,-0.1,-0.1
GAA850 FXN act,1.9,1.0,-0.6,0.4,0.5,-0.4,0.1,0.8
hgDAF-12 ag,-2.0,-1.4,-1.5,-1.2,0.1,-2.1,-0.6,-0.6

The last 4 records of the part above lead into the next.
[13] CCOC(=O)N1CCN(C(=O)CSc2nc3c(c(=O)n2-c2ccccc2OC)SCC3)CC1
[14] CC(C)(C)NC(=O)c1ccc(NC(=O)C2COc3ccccc3O2)cc1 (stereo unspecified)
[15] CC(C)(C)C1(O)CC(C(F)(F)F)=NN1C(=O)CCCc1ccccc1 (stereo unspecified)
[16] CCOC(=O)c1cnn(-c2nc(CC)nc3sc4c(c23)CCC4)c1N
[17] CCOC(=O)c1ccc(NC(=O)NCc2ccccn2)cc1
[18] Cc1ccc(S(=O)(=O)N(C)CC(=O)N2CCc3ccccc32)cc1
[19] O=C(CSc1ccccc1F)NC(=O)NCc1ccco1
[20] COc1ccc(N2CCN(C(CNS(C)(=O)=O)c3ccco3)CC2)cc1 (stereo unspecified)
[21] Cc1cc(-c2csc(N)n2)c(C)n1Cc1ccco1
[22] COc1cc2[nH]c(=O)n(Cc3ccc(C(=O)NCCCN4CCN(C)CC4)cc3)c(=O)c2cc1OC
[23] COc1ccc(NC(=O)COC(=O)c2ccc(N3CCCC3=O)cc2)cc1
[24] CCOc1ncccc1C(=O)OCc1ccc([N+](=O)[O-])cc1

screen / no.,13,14,15,16,17,18,19,20,21,22,23,24
KLK7 zymogen act,0.0,-0.4,-0.2,0.1,0.1,0.5,-0.2,-0.1,-0.6,-0.3,-0.1,-0.5
NPR1 activator,2.0,5.2,2.8,-12.6,4.4,-3.8,2.1,2.6,16.6,1.9,1.1,2.3
GC-B act,5.7,3.9,0.8,6.9,4.8,0.9,-2.2,-1.0,-0.4,5.9,-2.7,6.3
DAX1 inh-2,1.0,-1.5,4.6*,0.9,0.8,1.3,1.1,3.2,3.0,-0.5,0.6,-0.4
hcDAF-12 act,-0.5,-1.5,0.3,0.7,-2.5,-0.7,0.1,0.2,-0.7,-0.6,-0.2,-0.1
ssDAF12 agonist,-0.9,-1.4,-0.8,-0.5,-0.8,-0.8,-1.9,-1.4,0.0,-0.7,-1.0,-1.1
SMARCA2 act,-0.7,-3.0,-2.3,-0.7,-1.2,2.7,-3.5,-1.1,1.3,-0.2,-1.5,-1.4
sPLA2-III inh,4.4,4.7,5.6,10.3,-8.1,-4.9,-1.4,0.7,3.4,4.5,-8.3,-1.0
DAX1 inh-1,0.1,-0.7,-0.1,-0.1,1.1,-0.3,-0.3,0.4,-0.3,-0.6,-0.8,0.5
GAA850 FXN act,0.5,-0.4,0.1,0.8,-0.7,0.2,1.5,0.3,1.3,1.0,-1.3,-0.9
hgDAF-12 ag,0.1,-2.1,-0.6,-0.6,2.7,0.3,1.9,-1.9,-1.9,1.7,2.1,-7.3

[25] CC1CCCN(S(=O)(=O)c2ccc(NC(=O)CN3C(=O)NC(C)(c4ccccc4)C3=O)cc2)C1 (stereo unspecified)
[26] NC(=O)CCCn1c(C(=O)c2cc(Cl)c(N)c(Cl)c2)c2ccc(C(F)(F)F)cc2[n+]1[O-]
[27] COc1ccc(OCC(=O)Nc2cccc(C(C)=O)c2)cc1
[28] O=C(N/N=C/c1cccnc1)c1cc(-c2ccccc2)nc2ccccc12
[29] CCCCN1CC(=O)N2[C@H](c3ccc(Cl)cc3)[C@@H]3C(=O)N(CC)C(=O)[C@@H]3[C@]2(Cc2ccccc2)C1=O
[30] COC(=O)c1scc(C)c1NC(=O)/C=C/C(=O)O
[31] CCCCNC(=S)NNC(=O)c1cc(-c2ccncc2)nc2ccccc12
[32] Cc1ccc(/C=C/C(=O)c2ccc(O)cc2)cc1

screen / no.,25,26,27,28,29,30,31,32
KLK7 zymogen act,0.2,0.3,0.0,-0.3,-0.3,0.0,-0.5,0.4
NPR1 activator,1.1,-2.4,4.2,-2.3,-0.6,-1.2,-0.8,-4.8
GC-B act,7.4,83.6*,-1.3,2.7,7.3,2.6,-6.8,-1.4
DAX1 inh-2,-1.4,-0.1,0.7,-1.1,1.1,1.8,0.0,4.4*
hcDAF-12 act,-1.0,2.9,-2.1,-1.3,-2.0,0.2,-1.1,1.5
ssDAF12 agonist,-1.1,0.1,-0.6,-1.3,-1.2,-0.9,-0.8,-0.9
SMARCA2 act,-0.2,0.4,-2.7,-0.3,0.2,-1.7,-0.7,2.5
sPLA2-III inh,-38.5,-6.4,-6.5,-6.8,2.6,1.9,6.2,-29.4
DAX1 inh-1,-0.2,0.6,-0.4,-0.5,-0.1,-0.3,0.5,0.1
GAA850 FXN act,0.8,-0.1,-0.6,2.4,0.0,-0.3,-0.5,1.5
hgDAF-12 ag,1.0,1.4,0.2,-0.1,2.7,-1.5,-0.6,11.0*

[33] Cc1c(NC(=O)CCN2C(=O)c3ccccc3C2=O)c(=O)n(-c2ccccc2)n1C
[34] O=C(N/N=C/c1cn[nH]c1-c1ccccc1)c1ccco1
[35] CCn1cc(C(=O)NCCCN2CC(C)CC(C)C2)c(=O)c2cc(S(=O)(=O)N(C)C3CCCCC3)ccc21 (stereo unspecified)
[36] COc1ccc(N(C)S(=O)(=O)c2cccc(C(=O)N3CCN(c4cccc(C)c4C)CC3)c2)cc1
[37] CCOC(=O)C1CCN(C(=O)COC(=O)CSc2ccc(C(N)=O)cc2[N+](=O)[O-])CC1
[38] NC(=O)C1CCCN(C(=O)c2cccc(S(=O)(=O)N(Cc3ccccc3)c3ccccc3)c2)C1 (stereo unspecified)
[39] O=C(COC(=O)c1ccc(O)cc1)Nc1ccc2c(c1)OCO2
[40] COCCNc1nnc(SCC(=O)Nc2nnc(-c3ccccc3)o2)s1
[41] Cc1ccc(-c2nc(NCC3CCCO3)sc2C)cc1 (stereo unspecified)

screen / no.,33,34,35,36,37,38,39,40,41
KLK7 zymogen act,0.2,-0.2,0.1,0.2,0.2,-0.1,-0.5,0.1,-0.8
NPR1 activator,8.4,-0.8,-7.0,-1.0,-0.2,-4.7,-2.3,-0.2,-4.9
GC-B act,1.6,-4.0,-0.8,1.1,-8.4,-0.1,0.5,-6.9,4.4
DAX1 inh-2,0.1,-0.7,0.4,1.1,1.0,0.4,-0.7,0.3,-0.4
hcDAF-12 act,-0.8,2.0,0.9,-0.1,-0.5,-0.2,0.0,2.0,-0.5
ssDAF12 agonist,-1.5,-1.0,-1.5,-0.7,-0.9,-1.2,-1.0,0.6,-1.0
SMARCA2 act,0.2,3.2,0.6,-3.1,4.1,0.8,0.0,-0.1,6.5
sPLA2-III inh,2.0,-1.6,0.0,10.1,1.3,-8.1,-9.6,9.1,-2.5
DAX1 inh-1,-0.1,3.6,-0.7,-1.2,-0.2,-3.1,-0.2,0.4,0.5
GAA850 FXN act,0.5,4.3,1.6,0.7,1.8,-3.2,0.1,2.1,4.2
hgDAF-12 ag,1.8,6.5,3.2,1.8,-0.6,-4.8,2.0,-2.8,2.0
